From PubChem
PAFAH1B3 FP inh: PAFAH1B3 (human) inhibition; Q15102; recombinant PAFAH1B3, FP-rhodamine probe, fluorescence polarization; inhibition, % at 3.39 µM; 340,000 tested, 0.28% active; AID 492972;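 active means inhibition above the screen-wide average of all tested compounds plus 3 SD, cut at about 25% in these data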;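 further: 0% = enzyme with DMSO only and 100% = wells lacking PAFAH1B3 protein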
LYPLA1 counter: LYPLA1 (human) inhibition in PME1 counter-screen | O75608 | recombinant LYPLA1, FP-Rh probe fluorescence polarization | inhibition, % at 5.9 µM | 320,000 tested, 0.16% active | AID 2174;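 active means inhibition above the mean of all tested compounds plus 3 SD, set per campaign, cut at about 14% in these data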;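 further: inhibitors block serine hydrolase probe labeling of LYPLA1 so polarization falls; 0% = enzyme with DMSO and 100% = wells lacking LYPLA1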
GSTO1 inh: blocks human GSTO1 in RBBP9 counter-screen. P78417. 300,000 tested, 1.1% active. recombinant GSTO1, activity-based probe fluorescence polarization. inhibition, % at 5.96 µM;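 active means inhibition above the campaign mean inhibition plus 3 SD, cut at about 35% in these data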;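 further: 0% = GSTO1-1 with DMSO and 100% = wells lacking GSTO1-1 enzyme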
PME-1 inh: PME-1 (human) inhibition; recombinant PME-1, FP-Rh probe fluorescence polarization; inhibition, % at 5.9 µM; 320,000 tested, 0.53% active; AID 2130;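 active means inhibition above the campaign mean of all compounds plus 3 SD, cut at about 26% in these data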;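 further: competitive labeling of PME-1 active site by serine hydrolase directed probe; 0% = PME-1 with DMSO and 100% = wells lacking PME-1 enzyme; inhibitors block probe labeling so polarization falls and inhibition rises; many of its hits are not listed in these tables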
PAFAH1B2 FP inh: PAFAH1B2 (human) inhibition | P68402 | 340,000 tested, 1.2% active | AID 492953 | recombinant PAFAH1B2, FP-rhodamine activity probe, fluorescence polarization | inhibition, % at 3.39 µM;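 active means inhibition above the mean of all tested compounds plus 3 SD, cut at about 24% in these data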;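 further: 0% = enzyme with DMSO and 100% = wells lacking PAFAH1B2; many of its hits are not listed in these tables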
Fam108B counter: blocks mouse Fam108B hydrolase in RBBP9 counter-screen; recombinant Fam108B, FP-Rh probe fluorescence polarization; inhibition, % at 9.51 µM; 300,000 tested, 0.33% active;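 active means inhibition above the screen mean inhibition plus 3 SD, computed separately per campaign, cut at about 18% in these data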;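 further: inhibitors lower polarization as less probe binds the enzyme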
PAD4 FP inh: blocks human protein arginine deiminase 4; Q9UM07; recombinant PAD4, RCA probe fluorescence polarization; inhibition, % at 6.36 µM; 330,000 tested, 0.41% active; AID 485272;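 active means percent inhibition above a cutoff equal to the mean of all tested compounds plus 3 SD, cut at about 15% in these data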;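 further: 0% = PAD4 with RCA probe and DMSO and 100% = probe without PAD4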
Target sequence (Q9UM07 whole entry, looked up): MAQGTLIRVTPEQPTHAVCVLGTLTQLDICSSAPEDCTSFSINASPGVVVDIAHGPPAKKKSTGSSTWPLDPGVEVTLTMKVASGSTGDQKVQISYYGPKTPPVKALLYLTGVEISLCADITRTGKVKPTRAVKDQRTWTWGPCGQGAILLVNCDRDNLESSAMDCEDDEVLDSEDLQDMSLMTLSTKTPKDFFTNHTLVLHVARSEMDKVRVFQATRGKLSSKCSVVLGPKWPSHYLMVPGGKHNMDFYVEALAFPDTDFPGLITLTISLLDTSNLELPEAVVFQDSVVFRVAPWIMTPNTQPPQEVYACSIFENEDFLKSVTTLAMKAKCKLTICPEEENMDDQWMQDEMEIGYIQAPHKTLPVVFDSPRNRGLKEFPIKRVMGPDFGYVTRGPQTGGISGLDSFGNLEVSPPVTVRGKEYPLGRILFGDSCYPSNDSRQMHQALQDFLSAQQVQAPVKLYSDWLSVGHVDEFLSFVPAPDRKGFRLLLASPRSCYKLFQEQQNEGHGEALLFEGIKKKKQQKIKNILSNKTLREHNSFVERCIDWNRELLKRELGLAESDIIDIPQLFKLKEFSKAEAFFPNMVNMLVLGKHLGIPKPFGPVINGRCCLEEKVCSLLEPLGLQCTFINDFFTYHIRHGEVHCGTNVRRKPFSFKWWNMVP
PAFAH2 inh: PAFAH2 (human) inhibition; Q99487; recombinant PAFAH2, FP-rhodamine activity probe, fluorescence polarization; inhibition, % at 3.39 µM; 340,000 tested, 0.99% active; AID 492956;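 active means inhibition above the mean over all tested compounds plus 3 SD, cut at about 30% in these data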;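 further: inhibitors block probe labeling of enzyme so polarization drops; 0% = enzyme with DMSO and 100% = wells lacking PAFAH2 protein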
pPAFAH inh: inhibitors of human plasma PAF acetylhydrolase (pPAFAH) | Q13093 | inhibition, % at 3.39 µM | 330,000 tested, 1.5% active | AID 463082 | recombinant pPAFAH, FP-rhodamine probe fluorescence polarization;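 active means inhibition above the mean inhibition across the screen plus 3 SD, cut at about 25% in these data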;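 further: inhibitors block binding of the rhodamine activity-based probe so polarization drops; 0% = enzyme with DMSO and 100% = wells lacking pPAFAH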
Target sequence (Q13093 whole entry, looked up): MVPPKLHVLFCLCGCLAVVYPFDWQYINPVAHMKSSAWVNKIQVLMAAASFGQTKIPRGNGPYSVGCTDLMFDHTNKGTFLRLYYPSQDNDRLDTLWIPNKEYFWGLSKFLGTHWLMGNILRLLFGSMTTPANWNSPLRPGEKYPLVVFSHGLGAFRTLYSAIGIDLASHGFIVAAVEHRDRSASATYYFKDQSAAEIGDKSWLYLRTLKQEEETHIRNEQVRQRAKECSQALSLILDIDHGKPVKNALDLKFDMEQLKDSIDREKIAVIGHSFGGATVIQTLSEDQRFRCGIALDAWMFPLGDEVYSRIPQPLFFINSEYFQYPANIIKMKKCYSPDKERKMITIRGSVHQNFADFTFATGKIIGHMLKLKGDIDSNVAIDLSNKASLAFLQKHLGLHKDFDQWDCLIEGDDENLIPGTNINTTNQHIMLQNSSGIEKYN
* hit, by the source's call; nt = no result given. These rows are one share of the data. The share of hits here may be higher or lower than overall.

SMILES	PAFAH1B3 FP inh	LYPLA1 counter	GSTO1 inh	PME-1 inh	PAFAH1B2 FP inh	Fam108B counter	PAD4 FP inh	PAFAH2 inh	pPAFAH inh
COc1ccc(NC(=O)CN(C)CC(=O)Nc2ccc(Cl)c(S(=O)(=O)N(C)C)c2)cc1	7.3	-3.7	8.0	-0.7	0.2	9.8	-1.9	-0.6	2.7
COc1ccc(CNC(=O)C2CC(c3ccc(C(F)(F)F)cc3)=NO2)cc1 (stereo not drawn)	1.1	-3.4	5.1	-1.9	0.4	1.9	-2.0	4.8	-1.3
COc1cc(OC)cc(-c2c(C#Cc3ccsc3)c3cc(-c4cccc5[nH]cc(C=O)c45)ccc3n2C)c1	4.9	nt	nt	nt	-5.6	nt	-13.8	-10.4	11.8
Cc1cc(Cl)ccc1OCC(=O)NNC(=O)C1CCN(c2ncnc3sc(C)c(C)c23)CC1	8.9	-5.5	nt	-3.9	5.9	nt	-0.1	0.6	10.5
O=C(O)/C=C\C(=O)NC1CCCCC1	3.7	-3.8	3.5	-2.6	-1.0	-2.8	2.1	8.9	-2.4
CCCCCOC(=O)C1=C(C)NC(=O)NC1c1ccccc1OCC (stereo not drawn)	4.6	-0.2	-2.0	1.8	6.4	2.0	-3.0	-5.6	-1.2
Cn1c(SCC(=O)NC2CC2)nnc1-c1ccccc1	7.4	0.2	1.1	-0.2	-0.4	3.4	0.6	-0.7	-1.6
N#Cc1cc(-c2ccccc2)nc(N2CCNCC2)n1	6.6	-1.0	-7.0	0.2	-7.1	-2.5	-4.8	-0.2	-1.5
COc1ccccc1N(C)S(=O)(=O)c1ccc(C(=O)NCCc2ccc(F)cc2)cc1	10.9	-4.7	-2.9	0.3	17.8	-2.7	-2.6	-7.6	6.8
CCOC(=O)C1=C(C)N(C)C(C)=C(C(=O)OCC)C1c1ccncc1	-5.0	-2.6	-0.1	-1.4	3.2	-0.9	2.2	3.4	0.0
O=C(C1CCN(S(=O)(=O)c2ccc(F)cc2)CC1)N1CCCC(C(F)(F)F)C1 (stereo not drawn)	7.5	-2.9	-0.6	16.6	3.3	-2.8	-5.2	9.4	3.1
O=C(CN(Cc1ccccc1)S(=O)(=O)c1ccc(Br)cc1)NCc1ccco1	6.3	0.9	-0.2	9.1	-0.3	1.6	-1.8	-4.6	5.3

4 compounds drawn at random from the list so far:
SMILES	PAFAH1B3 FP inh	LYPLA1 counter	GSTO1 inh	PME-1 inh	PAFAH1B2 FP inh	Fam108B counter	PAD4 FP inh	PAFAH2 inh	pPAFAH inh
COc1cc(OC)cc(-c2c(C#Cc3ccsc3)c3cc(-c4cccc5[nH]cc(C=O)c45)ccc3n2C)c1	4.9	nt	nt	nt	-5.6	nt	-13.8	-10.4	11.8
N#Cc1cc(-c2ccccc2)nc(N2CCNCC2)n1	6.6	-1.0	-7.0	0.2	-7.1	-2.5	-4.8	-0.2	-1.5
COc1ccc(NC(=O)CN(C)CC(=O)Nc2ccc(Cl)c(S(=O)(=O)N(C)C)c2)cc1	7.3	-3.7	8.0	-0.7	0.2	9.8	-1.9	-0.6	2.7
COc1ccc(CNC(=O)C2CC(c3ccc(C(F)(F)F)cc3)=NO2)cc1 (stereo not drawn)	1.1	-3.4	5.1	-1.9	0.4	1.9	-2.0	4.8	-1.3

(further entries)
SMILES	PAFAH1B3 FP inh	LYPLA1 counter	GSTO1 inh	PME-1 inh	PAFAH1B2 FP inh	Fam108B counter	PAD4 FP inh	PAFAH2 inh	pPAFAH inh
O=C(CCN1CCC(c2ccccc2)C1)c1ccccc1 (stereo not drawn)	0.0	1.2	-1.5	5.3	-4.6	0.0	-3.6	0.3	2.2
CCCN(CC1COc2ccccc2O1)C(=S)Nc1ccc(C)cc1 (stereo not drawn)	-11.0	5.7	3.0	0.8	7.0	0.8	-4.3	4.4	3.3
COc1ccc(-c2noc(CCC(=O)NC3CCCCC3)n2)cc1	7.6	0.6	3.7	-4.8	1.3	-0.3	2.1	-2.5	4.6
COC(=O)C1=C(C)N(c2ccccc2)/C(=C/c2cccs2)C1=O	6.5	-3.9	4.5	4.8	0.0	-2.8	-0.6	-0.2	0.8
CC1CCCC(NC(=O)CSc2ncccc2C(=O)O)C1C (stereo not drawn)	0.4	0.4	10.2	-6.6	11.8	1.6	-4.9	-1.3	-1.1
Cc1c[nH]c2cccc(OCC(CNC(C)(C)C)OC(=O)c3ccccc3)c12 (stereo not drawn)	6.5	-1.4	1.2	-7.4	-0.1	1.4	-3.5	2.1	1.5
CN(C)C(=O)CCc1ccc2c3c([nH]c2c1)[C@]1(C)[C@@H](C(=O)N2CCOCC2)C[C@H](CC(=O)NC(C)(C)C)C(=O)N1CC3	7.7	nt	nt	nt	2.7	nt	3.5	0.6	6.3
COc1ccc(N(CC(=O)NC2CCCC2)C(=O)Cn2nnc(-c3ccc(F)cc3)n2)cc1	1.5	-0.2	2.8	-5.5	3.8	-0.5	-1.0	10.0	2.0
CN(C)NC1=CC(=[N+]2CCCC2)CC(C)(C)C1	2.5	0.0	16.7	-2.2	-1.1	0.8	-2.5	-1.7	1.9
O=C(Nc1ccc2nn(-c3ccc(F)cc3)nc2c1)c1cccnc1	0.5	-2.4	-11.7	-0.3	-0.3	-4.4	-6.1	-3.4	-5.1
CCc1ccc(CN(C)CCc2ccccn2)cc1	-1.9	1.1	-2.0	-7.2	1.1	1.1	0.6	-3.2	2.6
CCCOC(=O)c1[nH]c2c(c1C)C(=O)CC(c1cc(OC)c(OC)c(OC)c1)C2 (stereo not drawn)	-2.0	1.1	-2.9	-1.1	-0.3	0.0	-3.7	4.0	6.5
Cc1nc(-c2cccc(NC(=O)c3ccc(-n4nccc4C)cc3)c2)cs1	-0.9	-15.1	nt	-15.9	1.9	nt	-4.8	-2.6	-7.2
Brc1ccc(-c2nn3c(-c4ccco4)nnc3s2)o1	3.4	2.3	-5.5	0.1	9.0	-2.2	-0.1	23.3	7.0
COc1ccc(CCNC(=O)C2CCCN2C(=O)Nc2cccc(C(C)=O)c2)cc1OC (stereo not drawn)	1.9	1.9	-3.7	-4.9	6.8	1.2	1.2	0.3	4.6
Cc1ccc(CCN=c2c([N+](=O)[O-])nn(-c3ccccc3)n2O)cc1	5.7	-0.7	14.3	11.3	3.0	2.0	1.9	4.6	4.8
Nc1c(Cl)c(Cl)nc(C(=O)OCC(=O)N2CCCC2=O)c1Cl	5.3	1.9	4.0	2.8	9.6	2.6	-1.3	-5.6	2.1
Cn1ccc(CC(=O)N2CCC(N3CCC(C(=O)N4CCCC4)CC3)CC2)c1	-11.0	-6.1	-5.8	-9.9	-8.9	-8.5	-6.8	-19.6	-1.3
Cc1ccc(NC(=S)Nc2ccc(F)cc2)cc1C	15.5	0.8	1.0	-5.2	-4.7	1.0	0.1	6.6	-1.1
Cc1ccc(N=C2N=C(N)c3ccccc32)cc1C	5.7	2.2	-8.3	-0.3	2.7	2.1	4.1	-2.4	1.8
COc1cc(C(C[N+](=O)[O-])c2c(C)cc3ccccn23)ccc1O (stereo not drawn)	11.8	-2.2	39.5*	9.1	5.5	1.5	60.0*	3.8	23.2
O=C(Cn1nnc(-c2ccc3c(c2)OCO3)n1)N1CCOCC1	-5.5	0.1	-0.1	0.2	-2.5	-0.3	4.8	0.1	0.8
O=C(Cn1nnc(-c2ccc3c(c2)OCO3)n1)Nc1ccccc1C(=O)O	12.7	-0.4	-5.4	3.7	2.3	6.2	-1.2	-1.4	5.5
CCCC(=O)Nc1ccccc1NC(=O)c1ccc2c(c1)OCO2	1.8	1.3	-3.0	-1.0	2.0	6.5	-0.8	-0.8	-0.4
Cc1nn(Cc2ccccc2)c(Cl)c1C(=O)NCCc1ccccc1	10.2	0.7	3.1	2.0	4.5	-0.1	1.6	5.0	7.3
CCCCN(C(=O)CCC(=O)Nc1cc(C)on1)C(C(=O)NC1CCCC1)c1ccc(OCC)cc1 (stereo not drawn)	7.1	-2.0	3.1	3.8	4.6	3.5	0.4	9.0	2.1
Fc1cccc(F)c1-n1c(CN2CCOCC2)csc1=S	6.0	-6.2	0.1	2.7	-0.4	-1.4	-2.1	4.1	3.1
Cc1ccc(S(=O)(=O)Nc2ccccc2CNc2cccc(C)n2)cc1	4.4	0.4	-3.2	-0.8	1.3	4.1	-1.0	-5.4	2.9
Cc1ccc(OCC(=O)Nc2ccc([N+](=O)[O-])cn2)cc1C	-0.9	2.4	-6.7	-0.2	-2.2	-5.9	-3.9	-0.6	-0.3
CCOC(=O)C1(CC2CC2)CCN(C(=O)c2cc(OC)nc3ccccc23)CC1	3.8	-1.4	4.1	6.6	3.7	-4.1	-3.3	1.8	3.4
CCOc1ccc(NC(=S)N2CCCCCC2)cc1	6.6	2.2	4.7	-2.7	5.9	4.2	-1.3	1.7	8.3
C=CCn1c(SCC(=O)NC)nnc1C12CC3CC(CC(C3)C1)C2	4.9	-1.9	-1.0	3.7	4.8	6.2	-1.4	-8.8	7.7
CCc1ccc(NC(=O)COC(=O)c2nc3nc(C)cc(C)n3n2)cc1	1.4	-0.6	nt	2.1	1.2	nt	0.8	6.5	-5.7
Cc1ccnc(NC(=O)C2CCN(S(=O)(=O)c3cccc(C(F)(F)F)c3)CC2)c1	10.4	4.8	4.6	4.5	-0.8	1.3	1.7	1.1	11.5
O=C(COC(=O)/C=C/c1cccs1)Nc1cccc(S(=O)(=O)N2CCCC2)c1	11.1	4.3	-5.0	4.1	1.3	3.2	-5.4	64.3*	4.7
COc1cccc(CCN2CCC(CNS(=O)(=O)c3cc(-c4cc(C)no4)ccc3OC)CC2)c1	-6.3	-1.9	-5.7	2.8	1.6	-4.8	-4.2	-0.1	3.7
Cc1nc(SCC(=O)NCc2ccccc2)c2c(=O)n(C)c(=O)n(C)c2n1	12.3	3.5	-1.2	5.5	7.9	-1.9	3.4	8.9	-0.3
O=C(Nc1cccnc1)C1CCN(S(=O)(=O)c2cccs2)CC1	8.9	-2.2	4.9	4.6	7.3	3.6	-4.5	2.1	2.5
CCCOP(=O)(c1ccc(N(C)C)cc1)C(O)c1cc(OC)c(OC)c(OC)c1 (stereo not drawn)	0.0	0.7	2.8	-2.4	-0.3	0.6	4.2	12.4	7.1
CNC(=O)CN(C)S(=O)(=O)c1ccc(F)cc1	1.7	0.4	-6.3	-0.9	2.0	5.1	0.7	-7.9	10.5
COc1ccc([C@H]2CC(=O)C=C(c3ccc4ccn(C)c4c3)C2)cc1	5.1	-1.4	nt	-3.3	-4.2	nt	-4.0	-8.1	-4.3
CC(OC(=O)CCCN=C1NS(=O)(=O)c2ccccc21)C(=O)Nc1ccccc1[N+](=O)[O-] (stereo not drawn)	3.5	2.2	2.1	-0.1	4.8	1.1	-3.0	-4.4	0.1
O=C(CN1C(=O)NC2(CCCCCCC2)C1=O)N1CCc2ccccc2C1	4.1	-0.6	8.8	1.2	0.6	-3.0	0.7	-1.2	5.4
COc1ccc(-c2csc(NC(=O)c3c(OC)cccc3OC)n2)cc1	-0.8	-1.1	3.5	-9.3	0.5	-3.9	2.2	-1.5	1.9
Cc1ccc(NC(=O)Cc2ccsc2)cc1Cl	9.3	0.5	2.8	-1.3	-0.1	-3.4	0.8	-2.7	0.9
Clc1ccc2nc(-c3ccc4c(c3)OCO4)cn2c1	6.5	-2.0	0.5	2.5	2.6	-1.1	-1.3	0.2	-0.7
COC(=O)CN(c1ccccn1)S(=O)(=O)c1ccccc1	2.4	-3.0	8.0	-6.2	-3.7	3.3	-2.1	0.3	-1.3
O=C(CCN1C(=O)C2CC=C(Cl)CC2C1=O)NCc1ccccc1 (stereo not drawn)	0.0	0.2	15.3	2.3	0.3	-0.1	-2.6	-2.9	2.7
